PP1 counter: PP1-alpha phosphatase inhibitors, primary screen, counter-screen for PP5 inhibitor project, biochemical, fluorescence, OMFP substrate, single point | Serine/threonine-protein phosphatase PP1-alpha catalytic subunit (Homo sapiens), P62136 | purified PP1alpha | inhibition, % at 6.7 µM | 320,000 tested, 0.9% active | AID 2235, 2010;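 active means inhibition above the mean inhibition of all tested compounds plus 3 SD, computed separately for each screening campaign, cut at about 15% in these data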
Target sequence (P62136 whole entry, looked up): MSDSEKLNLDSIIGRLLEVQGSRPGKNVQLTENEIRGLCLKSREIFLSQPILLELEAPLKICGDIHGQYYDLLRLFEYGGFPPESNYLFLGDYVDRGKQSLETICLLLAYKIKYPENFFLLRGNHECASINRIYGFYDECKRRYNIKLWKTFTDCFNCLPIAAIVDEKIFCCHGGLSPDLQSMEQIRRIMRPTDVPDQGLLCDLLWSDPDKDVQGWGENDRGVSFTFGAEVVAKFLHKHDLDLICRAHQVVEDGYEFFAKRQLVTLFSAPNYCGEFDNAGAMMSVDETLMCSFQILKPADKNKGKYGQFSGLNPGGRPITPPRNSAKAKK
core dimer inh: inhibitors of HCV core protein dimerization, primary screen, biochemical, TR-FRET, high-throughput. TR-FRET GST/Flag-core106 dimerization, 1536-well. inhibition, % at 5 µM. 300,000 tested, 0.33% active;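 active means inhibition above the mean of all tested compounds plus 3 SD, set per screening campaign, cut at about 45% in these data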
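System: GST-tagged and Flag-tagged HCV core protein residues 1-106 / Input: core106 proteins, GST 13.5 nM and Flag 17 nM / Buffer or medium: KF-containing HEPES buffer, pH 7.45, DTT, CHAPS, BSA / Probe or stimulus: Eu-anti-GST and XL665-anti-Flag labelled anti-tag antibodies / Schedule: 4 h, 22.5 °C incubation / Technique: TR-FRET 671 and 617 nm emission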
PP5 inh: PP5 phosphatase inhibitors, primary screen, biochemical, fluorescence; purified PP5c, OMFP substrate fluorescence; inhibition, % at 6.7 µM; 320,000 tested, 0.18% active;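 active means inhibition above the campaign's mean inhibition across all tested compounds plus 3 SD, cut at about 9.5% in these data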;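 further: 0% = DMSO only and 100% = 100 µM cantharidin control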
Target sequence (P53041 whole entry, looked up): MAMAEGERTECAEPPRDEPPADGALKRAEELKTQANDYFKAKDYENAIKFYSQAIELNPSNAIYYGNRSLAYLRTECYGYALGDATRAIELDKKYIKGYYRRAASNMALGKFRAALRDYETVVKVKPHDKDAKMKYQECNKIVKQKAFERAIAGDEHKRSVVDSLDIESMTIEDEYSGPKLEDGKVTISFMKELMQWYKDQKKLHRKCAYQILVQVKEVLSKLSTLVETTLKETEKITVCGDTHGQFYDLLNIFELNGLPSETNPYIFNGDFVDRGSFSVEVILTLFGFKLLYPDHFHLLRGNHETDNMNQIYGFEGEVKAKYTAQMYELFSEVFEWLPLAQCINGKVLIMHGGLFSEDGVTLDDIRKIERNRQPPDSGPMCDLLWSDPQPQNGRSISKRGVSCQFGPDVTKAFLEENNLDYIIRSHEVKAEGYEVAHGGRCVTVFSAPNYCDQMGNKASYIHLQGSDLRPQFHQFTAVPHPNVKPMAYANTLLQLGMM
TPT1 inh: Candida albicans TPT1 enzyme inhibitors, primary screen, biochemical, fluorescence polarization. tRNA 2'-phosphotransferase TPT1 (Candida albicans SC5314). recombinant caTPT1, FP RNA substrate dephosphorylation. inhibition, % at 5 µM. AID 1962, 2009. 300,000 tested, 0.81% active;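 active means inhibition above the mean of all tested compounds plus 3 SD, set per screening campaign, cut at about 24% in these data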;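 further: plate controls were DMSO alone for no effect and ferristatin control at 100 nM for full effect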
ZTA counter: blocks Epstein-Barr virus ZTA, an EBNA-1 counter-screen; ZTA-DNA binding, fluorescence polarization; inhibition, % at 11 µM; 320,000 tested, 0.15% active; P03206; AID 2234; in the data active means inhibition above about 33%
Target sequence (P03206 whole entry, looked up): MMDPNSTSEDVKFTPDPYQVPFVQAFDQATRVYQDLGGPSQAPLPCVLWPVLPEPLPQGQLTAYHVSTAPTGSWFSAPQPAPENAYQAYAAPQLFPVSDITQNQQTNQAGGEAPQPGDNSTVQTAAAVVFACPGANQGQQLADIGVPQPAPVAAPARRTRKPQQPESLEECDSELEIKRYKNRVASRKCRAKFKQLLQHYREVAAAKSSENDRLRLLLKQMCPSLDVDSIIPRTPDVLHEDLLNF
EBNA-1 inh: EBNA-1 DNA-binding inhibitors, primary screen, biochemical, fluorescence polarization | inhibition, % at 14.8 µM | 300,000 tested, 0.34% active | AID 1950, 2009; in the data active means inhibition above about 28%
GASC-1 inh: inhibitors of GASC-1 histone demethylase, primary screen, biochemical, fluorescence, DELFIA europium | Lysine-specific demethylase 4C (Homo sapiens), Q9H3R0 | GST-JMJD2C(1-420) H3K9me3 demethylation | inhibition, % at 2.35 µM | 330,000 tested, 0.069% active;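 active means more than half of a compound's replicate wells show inhibition beyond 50%, single wells judged on their own value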;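 further: signal counts dimethyl H3K9 product captured on neutravidin plate; 0% = median of DMSO wells and 100% = 0.3 times that DMSO median; strong numbers were not always called active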
CR mimetic SO: reduction of superoxide in aged yeast, primary screen, HTS; S. cerevisiae aged cells, superoxide DHE fluorescence; stronger effect = lower value; superoxide response (% of plate mean), % at 10 µM; 330,000 tested, 0.18% active; AID 2690, 2010;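 active means superoxide response under a set limit, about three screen SD below normal, cut at about 65% in these data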;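 further: yeast aged for seven days with compound at 30 °C before DHE staining; 100% = average MFI of all compound-treated wells on the plate with controls excluded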
CTSL1 counter: Fasciola hepatica cathepsin L1 inhibitors, primary screen, counter-screen for PFM18AAP inhibitor project, biochemical, QFRET, fluorogenic peptide substrate; recombinant F. hepatica cathepsin L1, Z-Leu-Arg-MCA fluorescence; inhibition, % at 5.96 µM; 300,000 tested, 0.49% active;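 active means inhibition above the mean of all tested compounds plus 3 SD, set per screening campaign, cut at about 17% in these data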;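 further: 0% = plate median of test compound wells and 100% = 1 µM Z-Phe-Ala-diazomethylketone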
An asterisk follows results filed as active; x = no result given; & = joins results of further samples. Compounds were not picked by outcome (roughly 3.1% active in at least one column).

SMILES	PP1 counter	core dimer inh	PP5 inh	TPT1 inh	ZTA counter	EBNA-1 inh	GASC-1 inh	CR mimetic SO	CTSL1 counter
O=C(NCc1cccnc1)c1ccc(Cn2cc(C(F)(F)F)ccc2=O)cc1	-2	-2	0.2	-3	17	10	-6	97	-1
CN1CCN(C=Nc2nc3ccccc3nc2N2CCCC2)CC1	1	-5	4.6	-1	2	11	-4	84	0
Cc1nc2ccccc2n1-c1nc(-c2ccco2)cc(C(F)(F)F)n1	-3	1	-0.1	4	2	-7	5	110	-2
CC(C)c1ccccc1NC(=O)COC(=O)COc1ccccc1[N+](=O)[O-]	-2	-1	0.3	-4	0	5	2	95	-23
Cn1c(CN2CCCC2)nc2cc(NC(=O)c3ccco3)ccc21	9	1	-2.8	1	-3	0	5	107	5
Cc1cc2c(cc1C)CSC(c1c(O)ccc3ccccc13)SC2	-1	4	7.8	5	17	0	6	109	-2
COc1ccc(CCN(C)Cc2c(O)ccc3cc(Br)ccc23)cc1OC	2	10	-0.1	-1	20	4	0	96	1
O=C(CN1CCN(C2CCCCC2)CC1)Nc1ccc(Br)cc1	-2	-4	2.1	-2	-16	4	-2	92	6
C#Cc1ccc([C@H]2C=C(C(=O)N3CCN(Cc4ccc5c(c4)OCO5)CC3)O[C@@H](OCC)[C@@H]2CCCO)cc1	0	9	4.9	0	9	1	9	92	2
COc1ccc(C(=O)N(Cc2sccc2C)C2CCS(=O)(=O)C2)cc1 (configuration not stated)	0	9	-0.4	2	-2	8	5	102	-2
CCOc1cc(NS(=O)(=O)c2ccc(OC)cc2)c(OCC)cc1NC(C)=O	2	-3	-0.7	1	-2	-2	3	123	-3
Cc1cccc(C)c1NC(=O)C1NC(=O)CC1c1ccccc1 (configuration not stated)	-7	-8	0.5	-1	1	1	-3	84	-1
CCCCn1nc2cc(C(=O)NCc3ccc(C(F)(F)F)cc3C(F)(F)F)ccc2c1OCC	6	8	3.5	-1	-3	-1	-4	97	9
COc1ccccc1-c1nc2cc3ccccc3cc2nc1-c1ccccc1	1	-5	-1.3	-7	-6	0	0	93	1
CCOc1ccc(CSC(=N)N)cc1[N+](=O)[O-]	-1	-2	2.9	4	13	-6	5	97	-2
COc1ccc(CCN2C(=NC(=O)CCC(=O)O)SC3CS(=O)(=O)CC32)cc1OC (configuration not stated)	-1	0	-1.3	-8	-12	2	3&0	96	0
COC(=O)C1=C(C(=O)c2ccc(C)cc2)C(c2ccc(OC)c(OC)c2)n2nnnc2N1 (configuration not stated)	-2	-1	6.0	3	-12	-6	-7	105	-1
COc1ccc(-c2cc(-c3ccc(OC)c(OC)c3)n[nH]2)c(O)c1	5	-10	3.4	-5	-11	2	-9	111	13
Cc1ccc[n+](-c2[nH]c(=O)sc2/C=N/N=C(\[O-])c2cccnc2)c1	1	-5	-2.2	-7	-14	-8	4	72	5
Cc1cc(=O)[nH]c(SCC(=O)/C=C2\N(C)c3ccccc3C2(C)C)n1	-1	4	2.0	8	-4	-1	1	102	4
CCOCCCNCc1cc(Br)ccc1OCC	-1	2	-2.4	2	-4	-12	8	102	-8
Cc1cccc(NC(=O)C(NS(=O)(=O)c2ccc3c(c2)CCC(=O)N3)c2ccccc2)n1 (configuration not stated)	-4	0	1.9	-4	-6	-6	-2	110	-3
Cc1cccc(NC(=O)CNC(=O)CN2CCN(C)CC2)c1C	0	x	-3.0	x	-6	x	-11	104	x
COc1ccc(C(=O)Nc2c(C)ccc3nsnc23)cc1[N+](=O)[O-]	3	-2	2.1	-4	-20	-2	-11	100	0
O=C(Nc1ccc(S(=O)(=O)Nc2ccc(F)cc2)cc1)c1ccc(CN2CCOCC2)cc1	-6	2	1.1	5	-2	-2	-4	97	-6
COc1ccc(S(=O)(=O)N2CCCC(C(=O)N3CCN(C)CC3)C2)cc1C (configuration not stated)	-3	-6	2.8	-3	9	-3	0	99	1
Cc1ccc(-c2cc(Cc3ccccn3)c(=O)[nH]n2)cc1	0	4	1.1	2	-2	-2	x	92	1
O=C(NCc1ccc(Cl)cc1)c1n[nH]c([N+](=O)[O-])c1Cl	5	8	1.0	0	-11	-1	-7	137	-1
COc1ccc(/C=C(/NC(=O)c2cccs2)C(=O)NC(C)(C)C)cc1OC	-1	5	-1.2	-1	7	14	4	95	-2
CNC(=O)COC(=O)c1ccc(-c2nc3ccccc3s2)s1	-3	3	0.3	0	-4	2	3	154	-2
CCc1ccc(CNC(=O)CCc2cn(C)c3ccccc23)cc1	-1	3	2.0	1	7	-1	-20	114	-2
CCC(=O)Nc1nc2ccc3nc(C)sc3c2s1	8	3	1.5	-4	-11	4	21	91	-5
COc1ccc(NC(=O)CSc2nc3ccccc3nc2N2CCCC2)cc1	1	20	-1.0	2	3	4	2	110	1
CCOC(=O)C1CCN(S(=O)(=O)CCNC(=O)c2ccc3c(c2)OCO3)CC1	0	3	-0.9	-1	5	2	5	85	1
OCCC1CN(Cc2cccn2-c2nccs2)CCN1Cc1ccccc1 (configuration not stated)	-4	-4	-0.7	-1	17	-8	0	101	1
Nc1nnnn1/N=C/c1ccc(O)cc1	4	-9	0.9	-8	-14	-5	-8	102	-3
COCCCNC(=O)c1cc(-c2cccnc2)nc2ccc(S(=O)(=O)N3CCCCCC3)cc12	2	-10	-1.2	4	-7	0	0	79	-2
CC1(C)CC(NC(=O)c2c(N)no[n+]2[O-])CC(C)(C)N1	-4	-1	-1.5	-4	-1	7	-3	100	3
O=C(NC(=S)Nc1cccc(Cl)c1)c1cncc(Br)c1	0	7	-0.5	-2	-14	9	0	100	3
CC(C)CNC(=S)N1CCN(C)CC1	-3	-9	1.3	-2	1	14	3	102	-2

Continued, starting with the last 6 of the part before.
SMILES	PP1 counter	core dimer inh	PP5 inh	TPT1 inh	ZTA counter	EBNA-1 inh	GASC-1 inh	CR mimetic SO	CTSL1 counter
OCCC1CN(Cc2cccn2-c2nccs2)CCN1Cc1ccccc1 (configuration not stated)	-4	-4	-0.7	-1	17	-8	0	101	1
Nc1nnnn1/N=C/c1ccc(O)cc1	4	-9	0.9	-8	-14	-5	-8	102	-3
COCCCNC(=O)c1cc(-c2cccnc2)nc2ccc(S(=O)(=O)N3CCCCCC3)cc12	2	-10	-1.2	4	-7	0	0	79	-2
CC1(C)CC(NC(=O)c2c(N)no[n+]2[O-])CC(C)(C)N1	-4	-1	-1.5	-4	-1	7	-3	100	3
O=C(NC(=S)Nc1cccc(Cl)c1)c1cncc(Br)c1	0	7	-0.5	-2	-14	9	0	100	3
CC(C)CNC(=S)N1CCN(C)CC1	-3	-9	1.3	-2	1	14	3	102	-2
COc1ccc2c(c1OC)C(=O)OC2Nc1nc(-c2cccc([N+](=O)[O-])c2)cs1 (configuration not stated)	-1	-1	0.6	4	3	3	4	100	2
COc1ccc2nc(NC(=O)CC3Oc4ccccc4NC3=O)sc2c1 (configuration not stated)	8	0	0.1	-2	9	56*	4	99	3
COc1ccccc1N1CCN(C(=O)C(C)CS(=O)(=O)c2ccc3c(c2)NC(=O)CS3)CC1 (configuration not stated)	9	-283	-2.5	3	2	1	0	88	1
CCOC(=O)Cc1csc(/C(=N/O)C(N)=O)n1	0	1	5.0	0	1	0	-5	83	-2
Cc1csc(NC(=O)c2ccc(C)o2)n1	-4	-11	1.1	-1	13	-4	-9	94	0
CCS(=O)(=O)NCCCc1ccccc1	-2	-5	2.1	9	-10	-9	5	100	0
Cc1oc(-c2cccs2)nc1CN1CCN(CCC(C)C)C(CCO)C1 (configuration not stated)	2	1	1.8	2	-13	3	7	107	-2
CN1CCc2c(sc3nc(SCC(=O)N4CCCCC4)n(-c4ccccc4)c(=O)c23)C1	3	15	-1.8	6	-4	-19	48	115	4
O=C(Nc1ccc(Cl)cc1)Nc1nnc(-c2ccncc2)s1	-1	-6	3.3	2	11	-2	-2	96	0
COc1ccc(N=C2O/C(=C/c3sc(=S)n(CC4CCCO4)c3O)N=C2C#N)cc1 (configuration not stated)	-1	1	4.2	45*	-6	-11	35	106	1
Cn1c2ccccc2c(=O)c2cc(C#CC3=CCCCC3)ccc21	9	x	0.6	x	10	x	3	84	x
Cc1ccccc1-n1c(SCC(=O)c2c(N)n(C)c(=O)n(C)c2=O)nnc1-c1cccnc1	-7	8	2.5	4	-17	2	26	106	-1
CCc1ccc(CN(C)C(=O)c2cc(COc3cccc(C(F)(F)F)c3)on2)nc1	-2	12	3.0	-3	7	1	-2	140	0
Oc1c(Cl)cc(Cl)cc1C1Nc2ccccc2-n2cccc21 (configuration not stated)	-4	-1	-1.4	2	9	2	-19	83	-2
O=C(O)C1CCCN1S(=O)(=O)c1ccc(Br)cc1 (configuration not stated)	-2	-12	0.3	2	8	-13	-12	102	-15
O=C(O)c1cc2c(cc1Br)OCCCO2	0	2	-0.1	-3	-14	-1	1	104	-3
COc1ccc(CNc2ncnc3cc(Cl)ccc23)cc1	-1	-7	-3.7	-1	9	1	-3	82	-3
CCN1C(=O)/C(=C2/Sc3ccc(OC)cc3N2C)SC1=Nc1cccc(O)c1	8	18	0.2	3	0	17	2	78	4
O=C(Nc1cccc(C(=O)Nc2ccc(Cl)cn2)c1)c1ccccc1	4	-5	-1.3	0	-12	-8	-4	102	0
O=C(NCc1ccco1)c1ccc(OCC2CCCO2)cc1 (configuration not stated)	-1	4	-0.8	2	-19	-8	-13	96	-3
CCOc1ccc(C(=O)Nc2c3c(nn2-c2cccc(C)c2C)CS(=O)C3)cc1 (configuration not stated)	-3	-19	1.9	-7	-2	7	0	106	-3
CCCCNC(=O)Nc1ccc(Br)cn1	-1	-6	1.1	-2	-9	-3	-4	85	4
Cc1ccc(OC(=O)CCNC(=O)c2ccccc2Cl)c(Br)c1	-1	-2	1.4	0	-2	-9	0	117	-12
O=C(CSc1cccc2cccnc12)OCC(=O)c1ccccc1	-1	-9	0.7	-8	-9	0	7	91	-3
Cc1cc(C)nc(NS(=O)(=O)c2ccc(NC(=O)Cn3c(=O)oc4ccccc43)cc2)n1	-3	16	-2.9	2	5	11	9	94	2
Cc1cc2c(c(=O)n1Cc1ccco1)C(c1cccnc1)C(C#N)=C(N)O2 (configuration not stated)	-1	1	-1.6	-6	-4	-1	1	100	-1
Cn1nc(C(=O)NNC(=O)COc2ccccc2)c2ccccc2c1=O	-6	4	0.3	1	18	0	-7	94	-12
Cc1cc(C)cc(-n2ncc3c2CCCC3NC(=O)C2(C(N)=O)CC2)c1 (configuration not stated)	-5	-6	-2.1	-1	8	5	-21	97	0
COCCNc1nc2ccccc2n2cnnc12	4	-3	-1.2	-1	9	-4	1	100	0
Clc1ccc(-c2nnc3ccccn23)cc1	-3	-2	-0.7	-5	6	6	-3	96	2
CC(C)N1CCC(N2CCN(Cc3cc(F)ccc3-n3cccn3)CC2CCO)CC1 (configuration not stated)	-3	-1	1.8	4	7	-4	-6	101	1
Fc1ccc(Cn2c(-c3cscn3)nc3ccccc32)c(Cl)c1	5	0	-0.3	-1	-6	4	-13	107	-3
